FUS suppressor: FUS proteinopathy suppression in yeast; S. cerevisiae FUS-expressing, growth rescue, OD600, 24 h; Potency, µM (titrated, usually from 76.6 µM), for the others: at the top dose growth rescue (activation), most hits filed as activators; actives 0.24% (n = 390,000); AID 1347120;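 note: potency is the fitted concentration of half-maximal effect; plate controls were DMSO vehicle for no effect and reference control for full effect; nearly all actives have a fitted effect of over 55% in size; some results filed as inactive show a strong effect at the top dose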
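Yeast expressing FUS under galactose induction, OD 0.005 in 2% galactose medium; compounds in a dilution series, 24 h at 30C. Growth rescue by absorbance at 600 nm; CP55940 positive control, DMSO negative.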
Abeta yeast res: compounds reversing amyloid beta toxicity in yeast. yeast expressing A-beta42, growth rescue, OD600, 48 h; response scale: 0% DMSO, 100% iron-clioquinol control. Potency, µM (highest dose often 46.1 µM), for inactives: at the top dose growth rescue, usual class: activators. actives 0.063% (n = 410,000). AID 1347071; note: potency is the fitted concentration of half-maximal effect; nearly all actives have a fitted effect of over 55% in size
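Yeast A-beta toxicity model in growth medium with pinned compounds, 48 h at 30 C; growth read as absorbance at 600 nm. Normalized to FeCl3/clioquinol equimolar mix (positive) and DMSO (negative).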
GLP-1R agonist: activates the human GLP-1 receptor; P43220; HEK293 GLP-1R CRE-luciferase, luminescence, 4-6 h; cells express a hypersensitive GLP-1R form; Potency, µM (doses to about 45.6 µM), inactives show at the highest dose activation, hits mostly activators; actives 0.007% (n = 380,000); AID 624172; note: potency is the fitted concentration of half-maximal effect; % of control where 0% means no effect
Target sequence (P43220 whole entry, looked up): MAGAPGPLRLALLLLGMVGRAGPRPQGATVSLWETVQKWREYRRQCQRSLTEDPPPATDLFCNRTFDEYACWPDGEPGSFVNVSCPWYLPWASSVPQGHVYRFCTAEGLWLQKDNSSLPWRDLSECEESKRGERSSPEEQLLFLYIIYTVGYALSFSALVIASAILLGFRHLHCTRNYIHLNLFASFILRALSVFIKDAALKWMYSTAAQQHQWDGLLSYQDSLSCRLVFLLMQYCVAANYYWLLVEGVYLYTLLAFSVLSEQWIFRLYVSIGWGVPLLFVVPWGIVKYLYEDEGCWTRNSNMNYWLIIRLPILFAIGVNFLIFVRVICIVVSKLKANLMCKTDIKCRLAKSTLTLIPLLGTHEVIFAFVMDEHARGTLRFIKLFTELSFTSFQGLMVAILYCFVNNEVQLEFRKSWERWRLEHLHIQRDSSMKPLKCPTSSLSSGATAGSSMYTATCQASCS
D3 antag: antagonists of human D3 dopamine receptor | P35462 | D3R cells, DiscoveRx beta-arrestin luminescence, antagonist mode; active compounds read low | max response, negative = inhibition, % | actives 2.5% (n = 360,000) | AID 652054; in the data active = max response below about -50%; inconclusive = no clear call, values can overlap the other calls; note: % is set by controls: 0 for no effect and ±100 for the full control effect; mostly tested at two doses, the higher about 12 µM
Target sequence (P35462 whole entry, looked up): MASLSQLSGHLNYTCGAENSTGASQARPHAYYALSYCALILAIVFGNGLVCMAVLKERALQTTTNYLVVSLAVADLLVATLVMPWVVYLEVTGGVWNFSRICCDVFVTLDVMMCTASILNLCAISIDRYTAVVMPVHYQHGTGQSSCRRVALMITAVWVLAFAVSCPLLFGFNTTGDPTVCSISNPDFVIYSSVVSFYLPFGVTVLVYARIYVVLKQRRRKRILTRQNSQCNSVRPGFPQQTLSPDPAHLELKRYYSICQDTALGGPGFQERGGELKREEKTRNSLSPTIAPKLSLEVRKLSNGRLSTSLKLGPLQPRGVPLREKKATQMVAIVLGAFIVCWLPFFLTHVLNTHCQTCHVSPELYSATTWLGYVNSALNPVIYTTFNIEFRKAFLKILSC
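Cells plated overnight at 1500 cells/well, then exposed to library compounds with dopamine controls for 90 minutes at 37 degrees C. DiscoveRx reagent added for 30–60 minutes at room temperature; luminescence read, quantitative HTS format.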
TDP43 rescue: TDP-43 toxicity inhibition in yeast | TDP-43 expressing yeast growth rescue, BacTiter-Glo, 24 h | Potency, µM (series often up to 46.1 µM), for inactives: at the top dose growth rescue (activation), usual class: activators | AID 652104 | actives 1.8% (n = 410,000); note: potency is the fitted concentration of half-maximal effect; % of control where 0% means no effect; nearly all actives have a fitted effect of over 50% in size
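In this qHTS, compounds that restore growth of yeast expressing TDP-43 appear as activators. Cells (OD600=0.02, galactose medium, raffinose-pregrown) are incubated with compound 24 hr at 30 deg C and growth is quantified by BacTiter-Glo.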
PTHR1 agonist: PTHR1 (human) receptor agonism. HEK293 GP2 PTHR1 cells, GloSensor cAMP luminescence, 1 h. Potency, µM (top dose mostly 115 µM), for the others: top-dose activation, most hits filed as activators. Q03431. actives 0.075% (n = 410,000); note: potency is the fitted concentration of half-maximal effect; nearly all actives have a fitted effect of over 55% in size; some results filed as inactive show a strong effect at the top dose; inactives centre near -15; many of its hits are not listed in these tables
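HEK-293-derived GP2 cells expressing PTHR1 and a GloSensor cAMP reporter, 3,000/well, plated overnight, given luciferin plus IBMX (each 0.5 mM as added) for 1 h at 37 °C, then compound for 1 h at 37 °C. Luminescence was read after 15 min at room temperature.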
aSyn yeast inh: rescues yeast growth from alpha-synuclein toxicity; Yeast expressing alpha-synuclein, growth rescue, BacTiter-Glo, 24 h; Potency, µM (doses to about 46.1 µM), inactives show at the highest dose growth rescue (activation), hits mostly activators; actives 0.14% (n = 370,000); note: potency is the fitted concentration of half-maximal effect; % of control where 0% means no effect; nearly all actives have a fitted effect of over 65% in size
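Galactose-induced alpha-syn yeast (OD600=0.02, raffinose-pregrown) + pinned cpd, 24 hr, 30 deg C; growth by BacTiter-Glo luminescence. Growth restoration scores as activation.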
Akt phos inh: blocks phosphorylation of Akt. actives 0.32% (n = 360,000). activity change, % for hits at 50 µM. AID 651550. Neuro2A IGF-stimulated pAkt S473 HTRF, 20 min; active compounds read low; in the data active = activity change below about -80%; inconclusive = mostly about -51% to -80%; note: % is set by controls: 0 for no effect and ±100 for the full control effect
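Neuro2A cells (4,500/well, DMEM with 0.5% FBS) were treated with compound at a single 50 µM final concentration, stimulated with 6 nM IGF for 20 min at 37 °C, and lysed. Phospho-Akt Ser473 was read by HTRF as 665/615 ratio ×10^4.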
GLP1R inv ag: acts as inverse agonist at human GLP-1 receptor; P43220; HEK293 GLP-1R CRE-luciferase, luminescence, 24 h; GLP-1R form is constitutively active; Potency, µM (highest dose often 38.3 µM), inactives show at the top dose activity change, negative = inhibition, usual class: inhibitors; actives 1.6% (n = 410,000); AID 624417; note: potency is the fitted concentration of half-maximal effect; % is set by controls: 0 for no effect and ±100 for the full control effect; nearly all actives have a fitted effect of over 55% in size
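Luminescence readout: a drop in cAMP-driven luciferase signal flags inverse agonism at a constitutively active GLP-1R stably expressed in HEK293. Compound exposure lasted 24 hr at 37 deg C, 5% CO2.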
* = called active by the depositor; i = inactive; ? = inconclusive; nt = no result given; [ ] = remark or other dose. Unless noted, calls come from the whole dose curve; as a rule, active = well fitted curve in the direction sought with a large enough effect; inconclusive = small, poorly fitted or top-dose-only effect, or another doubt; inactive = no such curve, though single readings can be large; an effect the other way counts as inactive or inconclusive. Some of the compounds tested; count on the stated rates, not on these rows.

Start of the listing, in advance:
Compound | FUS suppressor | Abeta yeast res | GLP-1R agonist | D3 antag | TDP43 rescue | PTHR1 agonist | aSyn yeast inh | Akt phos inh | GLP1R inv ag
Cc1ccc(CN(N=Nc2nonc2N)c2nonc2N)c(C)c1 | ? | 37% | 9% | 5 | ? | i | 19% | i | 2.8µM*
O=C(C1CCCCC1)N1CCN(c2ccccc2F)CC1 | -18% | 12% | -14% | -2 | 17% | i | ? | i | -5%
NS(=O)(=O)c1ccc(NC(=O)CSC2=NC(=O)C(c3ccccc3)C(=O)N2)cc1 (stereo unspecified) | 3% | 1% | -11% | 0 | 1% | i | -5% | i | 6%
O=C(C=Cc1ccccc1)c1cccs1 | nt | -3% | -1% | -3 | 19% | -38%[inhibitor] | 10% | i | -1%
COc1ccc2c(c1)c(-c1csc(N)n1)c(C)n2C | 8% | 3% | 0% | -12 | 20% | -1% | -3% | i | 11%
C=C1C(=O)O[C@H]2C1CC[C@@](C)(O)C13C=CC(C)(C21)C1(C3)C(=O)O[C@@H]2C3C(C)=CCC3[C@](C)(O)C[C@H](OC(C)=O)C21 (stereo partly specified) | -1% | -6% | -3% | 3 | 11% | -25% | 0% | i | ?
CCCC1(c2ccsc2)NC(=O)NC1=O (stereo unspecified) | nt | -6% | 0% | -20 | -4% | 12% | -5% | i | 18%
O=C(O)C1CCCCC1C(=O)N1CC=C(c2ccccc2)CC1 (stereo unspecified) | 4% | 17% | -18% | ? | 10% | i | 6% | i | ?
Cc1ccc2[nH]c(=O)c(CN(Cc3ccco3)C(=O)CN3CCCC(C)C3)cc2c1 (stereo unspecified) | 2% | -4% | 7% | 3 | 15% | i | 2% | i | -16%
CC(C)Nc1ccc(C(CC(N)=O)NC(=O)c2ccc(Br)cc2)cc1[N+](=O)[O-] (stereo unspecified) | -26% | 7% | 21% | 1 | 9% | -4% | 5% | i | -7%
O=C(Nc1ccc(S(=O)(=O)N2CCOCC2)cc1)c1ccc(Cl)cc1Cl | 8% | 8% | -3% | -11 | ? | -27% | 2% | i | -14%
COc1cc(CCC(=O)OCC(=O)Nc2ncc(Cl)cc2Cl)cc(OC)c1OC | 10% | 17% | -5% | 4 | 11% | i | -2% | i | -4%
O=C(CCCn1c(SCC(=O)Nc2ccccc2C(F)(F)F)nc2ccccc2c1=O)NCC1CCCO1 (stereo unspecified) | ? | -13% | -1% | -11 | -4% | -35%[inhibitor] | -4% | i | 8%
O=C(O)CNC(=S)N(Cc1ccccc1Cl)C1CCCCC1 | 13% | 4% | 9% | 1 | -7%[1.82 µM] | i | 6% | i | 6%

The list itself, previewed entries included:
Compound | FUS suppressor | Abeta yeast res | GLP-1R agonist | D3 antag | TDP43 rescue | PTHR1 agonist | aSyn yeast inh | Akt phos inh | GLP1R inv ag
Cc1ccc(CN(N=Nc2nonc2N)c2nonc2N)c(C)c1 | ? | 37% | 9% | 5 | ? | i | 19% | i | 2.8µM*
O=C(C1CCCCC1)N1CCN(c2ccccc2F)CC1 | -18% | 12% | -14% | -2 | 17% | i | ? | i | -5%
NS(=O)(=O)c1ccc(NC(=O)CSC2=NC(=O)C(c3ccccc3)C(=O)N2)cc1 (stereo unspecified) | 3% | 1% | -11% | 0 | 1% | i | -5% | i | 6%
O=C(C=Cc1ccccc1)c1cccs1 | nt | -3% | -1% | -3 | 19% | -38%[inhibitor] | 10% | i | -1%
COc1ccc2c(c1)c(-c1csc(N)n1)c(C)n2C | 8% | 3% | 0% | -12 | 20% | -1% | -3% | i | 11%
C=C1C(=O)O[C@H]2C1CC[C@@](C)(O)C13C=CC(C)(C21)C1(C3)C(=O)O[C@@H]2C3C(C)=CCC3[C@](C)(O)C[C@H](OC(C)=O)C21 (stereo partly specified) | -1% | -6% | -3% | 3 | 11% | -25% | 0% | i | ?
CCCC1(c2ccsc2)NC(=O)NC1=O (stereo unspecified) | nt | -6% | 0% | -20 | -4% | 12% | -5% | i | 18%
O=C(O)C1CCCCC1C(=O)N1CC=C(c2ccccc2)CC1 (stereo unspecified) | 4% | 17% | -18% | ? | 10% | i | 6% | i | ?
Cc1ccc2[nH]c(=O)c(CN(Cc3ccco3)C(=O)CN3CCCC(C)C3)cc2c1 (stereo unspecified) | 2% | -4% | 7% | 3 | 15% | i | 2% | i | -16%
CC(C)Nc1ccc(C(CC(N)=O)NC(=O)c2ccc(Br)cc2)cc1[N+](=O)[O-] (stereo unspecified) | -26% | 7% | 21% | 1 | 9% | -4% | 5% | i | -7%
O=C(Nc1ccc(S(=O)(=O)N2CCOCC2)cc1)c1ccc(Cl)cc1Cl | 8% | 8% | -3% | -11 | ? | -27% | 2% | i | -14%
COc1cc(CCC(=O)OCC(=O)Nc2ncc(Cl)cc2Cl)cc(OC)c1OC | 10% | 17% | -5% | 4 | 11% | i | -2% | i | -4%
O=C(CCCn1c(SCC(=O)Nc2ccccc2C(F)(F)F)nc2ccccc2c1=O)NCC1CCCO1 (stereo unspecified) | ? | -13% | -1% | -11 | -4% | -35%[inhibitor] | -4% | i | 8%
O=C(O)CNC(=S)N(Cc1ccccc1Cl)C1CCCCC1 | 13% | 4% | 9% | 1 | -7%[1.82 µM] | i | 6% | i | 6%
O=C(CSc1nccn1Cc1ccco1)Nc1ccc(OC(F)(F)F)cc1 | 1% | ? | nt | nt | ? | -20% | nt | nt | -2%
Cc1ccc(Nc2nc(C)cs2)cc1 | 0% | ? | 21% | -23 | -22%[0.397 µM] | -15% | -14% | i | -27%
Cn1cc(C(=O)Nc2ccccn2)c(=O)c2ccccc21 | -7% | -10% | 3% | 0 | 9% | -5% | 5% | i | -1%
CC(=O)c1cccc(NC(=O)Nc2c(C)nn(C)c2C)c1 | 13% | 16% | -10% | 6 | 8% | i | -2% | i | -2%
COC(=O)[C@@]12CCCN1[C@H](c1ccc(-c3ccc(OC)cc3)c(OC)c1)[C@@H]1C(=O)N(C)C(=O)[C@@H]12 | ? | 10% | 14% | -12 | ? | -29% | -6% | i | -28%
Cc1cccc(-c2n[nH]c(=S)n2/N=C/c2ccco2)c1 | -12% | ? | -5% | ? | ? | -9% | -2% | i | 15%
CC(=O)N1CCN(c2ccc(S(=O)(=O)NCCN(C(C)C)C(C)C)cc2[N+](=O)[O-])CC1 | 13% | 24% | 5% | 1 | 11% | -24% | -12% | i | ?
Cc1noc(C)c1-c1nc(CSc2ccccc2)no1 | 14% | -4% | 20% | -8 | -5% | i | 16% | i | -1%
Cc1c(CCOC(=O)c2cc([N+](=O)[O-])cc([N+](=O)[O-])c2)sc[n+]1CCCCS(=O)(=O)[O-] | -51% | 1% | 2% | 5 | 0% | ? | 2% | i | 6%
CN(C)C=NCCn1c(N2CCOCC2)nc2c1c(=O)n(C)c(=O)n2C | -20% | -2% | 0% | ? | -26% | ? | -2% | i | 5%
COc1ccc(CCNC(=O)CN2CCN(S(=O)(=O)c3ccc(Cl)cc3)CC2)cc1OC | ? | 2% | 0% | 9 | -13% | -13%[57.5 µM] | 4% | i | -24%
O=C(O)CCC(=O)Nc1ccc(N2CCCCCC2)cc1 | nt | -2% | 8% | -16 | -12% | -14% | -5% | i | -9%
Cc1ccccc1COn1nnc2ccc(S(=O)(=O)N3CCOCC3)cc21 | 10% | 9% | 4% | -51* | 21% | -14% | 4% | i | 15%
COc1ccc(S(=O)(=O)NC(C)C)cc1C(=O)N1CCOCC1 | -12% | 3% | 0% | 12 | 14%[9.22 µM] | -8% | -1% | i | 3%
COC(=O)/C(=N\Nc1ccc(Cl)cc1)Sc1nnc(-c2ccc(OC)cc2)n1C | 17% | -9% | 0% | -7 | -1% | 6% | -17% | i | -8%
Cc1cc(F)ccc1-c1cc(C(=O)Nc2ccc(F)cc2)[nH]n1 | -19% | 4% | 0% | -58* | 7% | -32%[inhibitor] | -13% | i | -17%
CCCn1c(=O)c2ccccc2n2c(SCC(=O)Nc3cc(C)on3)nnc12 | 0% | 7% | -7% | 13 | 12% | -3%[57.5 µM] | 4% | i | 9%
CCC1CCCCN1C(=O)COC(=O)c1cccs1 (stereo unspecified) | nt | -29% | 27% | ? | 1% | i | -2% | i | 7%
O=c1ccc(=O)n(-c2ccccc2)[nH]1 | 18% | -10% | -2% | 0 | -18% | ? | 0% | i | -28%

Bioassay records deposited in PubChem BioAssay by National Center for Advancing Translational Sciences (NCATS).
